CHT PAM – human CHT allosteric activation | AID 488977 | CHT-expressing cells, membrane potential dye, choline EC20; hits give high values; LV-AA mutant CHT in HEK293 cells | Q9GZV3 | B-score at 10 µM | 0.49% of 310,000 active;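 active means initial fluorescence not abnormally high and integrated response B-score, plate-corrected, over 3 SD above library mean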
OX1R antag-1 – human HCRTR1 antagonism. CHO/OX1R cells, Fluo-8 calcium fluorescence, orexin A. inhibition, % at 5 µM. 0.43% of 330,000 active. AID 434989;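 active means inhibition above its plate's threshold, mean inhibition of all tested compounds on the plate plus 3 SD, cut at about 37% in these data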;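 further: 0% = orexin A challenge wells and 100% = SB-334867-A antagonist wells; not every result past the cut was called active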
Target sequence (O43613 whole entry, looked up): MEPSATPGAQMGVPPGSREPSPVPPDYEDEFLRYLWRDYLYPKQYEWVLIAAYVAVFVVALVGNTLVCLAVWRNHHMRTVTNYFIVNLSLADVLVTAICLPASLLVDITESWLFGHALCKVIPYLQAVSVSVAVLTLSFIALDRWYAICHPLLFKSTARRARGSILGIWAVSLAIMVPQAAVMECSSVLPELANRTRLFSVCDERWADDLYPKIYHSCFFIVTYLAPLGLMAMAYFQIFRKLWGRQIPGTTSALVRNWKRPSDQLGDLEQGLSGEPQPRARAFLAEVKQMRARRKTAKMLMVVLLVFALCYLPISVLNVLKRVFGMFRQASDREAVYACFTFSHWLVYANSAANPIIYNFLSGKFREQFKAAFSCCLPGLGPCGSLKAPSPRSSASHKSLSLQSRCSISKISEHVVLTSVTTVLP
OX1R antag-2 – OX1R (human) antagonism | O43613 | OX1R-expressing cells, FRET antagonist read-out | inhibition, % at 6.6 µM | 1.8% of 330,000 active | AID 485270; in the data active means inhibition mostly above about 38%, no sharp cut-off; inactive means mostly below about 40%;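 further: 0% = agonist challenge alone and 100% = reference antagonist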
Active calls of the source: *; i = inactive; · = not tested or not shown.

SMILES	CHT PAM	OX1R antag-1	OX1R antag-2
Cc1ccc(S(=O)(=O)N2CCN(C(=O)COc3ccc(-c4nnco4)cc3)CC2)cc1	i	-14	5
O=C(N/N=C/c1cccc([N+](=O)[O-])c1)C1CC(=O)N(c2ccc(F)cc2)C1 (centres undefined)	i	-11	28
CCC1CCCCN1S(=O)(=O)c1ccc(C(=O)Nc2nnc(C3CC3)o2)cc1 (centres undefined)	i	-28	21
O=C(NC1=NCCS1)c1ccc(Br)s1	i	-3	9
CCCCSc1[nH]c(=O)c(C(=O)OCC)cc1C#N	i	-2	12
COc1ccc(OC)c(CN2CCN(CCCc3ccccc3)C(CCO)C2)c1 (centres undefined)	i	-24	8
c1ccc2c(c1)CCCn1nnnc1-2	i	-4	3
Cc1ccc(NC(=O)CCCCCN2C(=O)[C@@H]3Cc4ccccc4CN3C2=O)cc1	i	-39	16
CCN(CC)C(=O)CSC1c2ccccc2C(=O)N1c1ccccc1 (centres undefined)	i	-22	3
COc1ccc2cc(C(=O)Nc3ccc(Cl)cc3)sc(=O)c2c1OC	i	17	73
CCOc1ccc(C(=O)CCC(=O)NCC(=O)Nc2c(C)cccc2C)cc1	·	-31	5
CC(C)NC(=O)NC(=O)COC(=O)/C=C/c1ccccc1[N+](=O)[O-]	i	-33	28
CCCCOc1ccc(C(=O)Nn2c(-c3cccs3)nc3ccccc3c2=O)cc1	i	-13	-1
COC(=O)c1sc(SC)c(S(=O)(=O)C(C)C)c1N	i	4	5
COc1cccc(-c2cc(C(=O)N3CCc4ccccc4C3)[nH]n2)c1	i	-7	24

One compound at a time, from the list above.
O=C(NC1=NCCS1)c1ccc(Br)s1 as listed: CHT PAM: i; OX1R antag-1: -3; OX1R antag-2: 9
CCCCSc1[nH]c(=O)c(C(=O)OCC)cc1C#N as listed: CHT PAM: i; OX1R antag-1: -2; OX1R antag-2: 12
COc1cccc(-c2cc(C(=O)N3CCc4ccccc4C3)[nH]n2)c1 as listed: CHT PAM: i; OX1R antag-1: -7; OX1R antag-2: 24

The list goes on:
SMILES	CHT PAM	OX1R antag-1	OX1R antag-2
O=C(C1CCCO1)N1CCN(C(=S)Nc2cc(F)cc(F)c2)CC1 (centres undefined)	i	5	-1
Cc1cc(NC(=O)CSc2nnc(CNc3cccc(C(F)(F)F)c3)n2Cc2ccco2)no1	i	-7	8
O=C1CN(/N=C/c2ccc([N+](=O)[O-])o2)C(=O)N1	i	1	84*
COc1cccc(C(=O)Oc2cc(N)n(S(=O)(=O)c3ccc(C)cc3)n2)c1OC	i	-19	44
c1ccc2[nH]c(SCc3cn4cccnc4n3)nc2c1	i	-2	15
O=C(Nc1cccnc1)OC1CCCCC1	i	13	8
Cc1ccc(NC(=O)CN(C)C(=O)CSc2nc(C)cc(C)n2)cc1	i	-12	3
CCCc1nnc(SCC(=O)NC2CC2)n1CC	i	-14	14
CCOC(=O)c1ccc(NC(=O)C(=O)NCc2ccc(/C=C(/C#N)C(=O)NCCOC)o2)cc1	i	-27	23
CCC(C)C(=O)NCCc1ccc(S(N)(=O)=O)cc1 (centres undefined)	i	-1	-2
CS(=O)(=O)N(CC(=O)N1CCN(c2ccccc2)CC1)c1cccc(Br)c1	i	-14	19
COc1cccc(CN(CC2CCCO2)C(=O)c2cc3ccccc3oc2=O)c1 (centres undefined)	i	-32	17
O=C(O)c1ccccc1C(=O)N1N=C2/C(=C/c3cccc([N+](=O)[O-])c3)CCCC2C1c1cccc([N+](=O)[O-])c1 (centres undefined)	i	-13	22
COc1cccc(C(=O)NN2CC(O)=C(c3nc4ccccc4s3)C2=N)c1	i	-13	12
Cc1cccc(OCc2nnc(SC(C)C(=O)O)n2-c2ccccc2)c1 (centres undefined)	i	-2	14

Single values from above:
CCCCOc1ccc(C(=O)Nn2c(-c3cccs3)nc3ccccc3c2=O)cc1 – OX1R antag-2 = -1
COc1cccc(CN(CC2CCCO2)C(=O)c2cc3ccccc3oc2=O)c1 (centres undefined) – OX1R antag-1 = -32
Cc1cc(NC(=O)CSc2nnc(CNc3cccc(C(F)(F)F)c3)n2Cc2ccco2)no1 – OX1R antag-1 = -7
O=C(N/N=C/c1cccc([N+](=O)[O-])c1)C1CC(=O)N(c2ccc(F)cc2)C1 (centres undefined) – OX1R antag-2 = 28

The list goes on.
SMILES	CHT PAM	OX1R antag-1	OX1R antag-2
Cc1ccc(/C=C\c2nccc3c2[nH]c2ccccc23)cc1	i	2	30
COc1ccc(C(=O)NC2CCN(C(=S)Nc3ccc(C)cc3)CC2)cc1	i	-9	-5
Cc1ccc(N2C(=O)C3C(C2=O)C2C=CC3C23CC3)c([N+](=O)[O-])c1 (centres undefined)	i	4	12
COc1ccc(Cl)cc1NC(=O)CN1CCC(n2nnc3cc(F)ccc32)CC1	i	-31	8
O=S(=O)(c1ccccc1Cl)N1CCCC(c2nc(-c3cccnc3)no2)C1 (centres undefined)	i	-23	-1
CC(O)c1nc2cc([N+](=O)[O-])ccc2n1Cc1ccccc1 (centres undefined)	i	-9	12
COC(=O)c1ccc(NC(=O)c2ccc(NS(=O)(=O)c3cccc4cccnc34)cc2)cc1	i	-19	10
CCCCCCc1cc2cc(C(=O)Nc3ccc(OC)cc3)c(=O)oc2cc1O	i	-4	28
COC(=O)C1CCN(C(=O)CSc2nc3ccc(OC)cc3[nH]2)CC1	i	-22	14
CC(NC(=O)C(CC(=O)OC(C)(C)C)NC(=O)OC(C)(C)C)C(N)=O (centres undefined)	i	3	5
COc1ccccc1C(=O)Nc1ccc2c(c1)CN(Cc1cnc(C)s1)CC2	i	-25	36
CSCCC1(C(=O)O)NC(c2ccccc2O)C2C(=O)N(C(C)C)C(=O)C21 (centres undefined)	i	-12	11
COC(CNC(=O)C1CC(=O)N(CCc2ccc(C)cc2)C1)OC (centres undefined)	i	-14	-7
Cc1cc(NS(=O)(=O)c2ccc(NC(=O)c3oc4ccccc4c3C)cc2)no1	i	-10	20
O=C(NCCCN1CCOCC1)C(=O)NCC1OCCCN1S(=O)(=O)c1cc(F)ccc1F (centres undefined)	i	-15	25

Nothing new here: an excerpt of the list.
SMILES	CHT PAM	OX1R antag-1	OX1R antag-2
Cc1ccc(/C=C\c2nccc3c2[nH]c2ccccc23)cc1	i	2	30
COc1ccc(C(=O)NC2CCN(C(=S)Nc3ccc(C)cc3)CC2)cc1	i	-9	-5

Further records follow.
SMILES	CHT PAM	OX1R antag-1	OX1R antag-2
COc1ccc(C2C(C(=O)c3ccco3)=C(O)C(=O)N2CCOCCO)cc1OC (centres undefined)	i	-12	18
Cc1ccc(/C=C2/SC(=S)N(c3ccc(S(=O)(=O)Nc4nccs4)cc3)C2=O)cc1	i	16	16
OCCC1CN(CC#Cc2ccccc2)CCN1Cc1ccccc1F (centres undefined)	i	-19	5
CC1CCCC(NC(=O)CSc2nnc(C(F)(F)F)n2C)C1C (centres undefined)	·	-18	6
COc1ccc2nc(-c3ccccc3)nc(C3CCCCC3)c2c1	i	-28	14
O=C(O)CN1C(=O)/C(=C/c2ccsc2)SC1=S	i	0	24
COC(=O)c1ccc(Cn2cnc3cnccc32)cc1	i	-6	-1
Cc1ccc(C(C(=O)NCc2ccc(F)cc2)N(Cc2ccco2)C(=O)c2snc(C(N)=O)c2N)o1 (centres undefined)	i	-19	11
CC(C)CN(C(=O)CSc1ncnc2ccccc12)C1CCS(=O)(=O)C1 (centres undefined)	·	-13	5
CC(C)Sc1nnc(NC(=O)c2ccc3c(c2)OCO3)s1	i	-2	3
Cc1ccc(C)n1-n1cnc2sc(-c3ccccc3)cc2c1=O	i	-20	19
CC(C)N(Cc1ccccc1)S(=O)(=O)c1ccc2c(c1)NC(=O)CO2	i	-11	13
CCCNc1nc(Nc2ccc(C)cc2)nc(N2CCCC2)n1	i	-41	26
COc1cc(NC(=O)COC(=O)CSc2cc(C)ccc2C)c(C)cc1[N+](=O)[O-]	i	-23	23
O=C(CCc1c[nH]c2ccccc12)N[C@@H](Cc1c[nH]c2ccc(O)cc12)C(=O)O	i	13	3
COc1ccccc1N1CCN(C(=O)C2CC(=O)N(c3ccccc3)C2)CC1 (centres undefined)	i	-21	2
O=[N+]([O-])c1cc(S(=O)(=O)/N=C(/c2ccccc2)N2CCOCC2)ccc1Cl	i	4	21
CC1(c2nnc(Cc3ccccc3)o2)CC(c2ccc(Br)cc2)=NO1 (centres undefined)	i	-6	13
C=Cn1c(C(=O)O)ccc1-c1ccc(CC)cc1	i	-9	15
Cc1ccc([N+](=O)[O-])c(OCc2ncc(Cl)n2C)c1	i	-36	33
Cc1cc(-n2c(C)cc(C(=O)COC(=O)CN=C3NS(=O)(=O)c4ccccc43)c2C)no1	i	-17	11
COC(=O)c1c(NC(=O)C2COc3ccccc3O2)sc2c1CCN(Cc1ccccc1)C2 (centres undefined)	i	0	17
COc1ccc2c(c1)C(=O)N(c1ccc(C)cc1C)C(=O)C2	i	-8	11
Cc1cc(C)c2c(n1)SCC(=O)N2CC(=O)Nc1ccc(F)cc1	i	-25	6
CC1CC(C)CN(CCCOc2ccccc2[N+](=O)[O-])C1 (centres undefined)	i	-42	7
CN(CCNC(=O)C1CCN(S(=O)(=O)N2CCOCC2)CC1)CCc1ccccc1	i	-18	-7
CCn1c(SCC(=O)Nc2cc(C)on2)nnc1-c1ccc(C)cc1	i	-20	18
CCCCOc1ccc2c(c1)/C(=C(\C(Cl)=C(Cl)Cl)[N+](=O)[O-])N2	i	2	9
COc1ccc(-c2nn(C)c(=O)c3ccccc23)cc1NS(C)(=O)=O	i	-11	14
Nc1nnc(SCCOc2cccc(Br)c2)s1	i	-13	27
CCOC(=O)c1c(-c2ccccc2)oc2ccc(OC(C)=O)cc12	i	-2	64*
COc1cc(OC)c(OC)cc1CNCCNC(=O)c1ccco1	i	4	21
COc1ccc(C(=O)Oc2c(OC)cc(C(=S)N3CCOCC3)cc2OC)cc1	i	-14	33
CCOc1ccccc1OCCC(=O)OCC(=O)Nc1c(C)cc(C)cc1C	i	-18	23
Cc1oc(CSCC2CCCO2)cc1C(=O)O (centres undefined)	i	-10	-9
COc1cc(/C=C2\C(=N)N3N=C(C)SC3=NC2=O)cc(OC)c1OCCOc1ccccc1C	i	-22	10
COc1cccc(C(NC(C)=O)c2ccc3cccnc3c2O)c1 (centres undefined)	i	-7	12
Cc1ccc(S(=O)(=O)N2c3cc(C)ccc3OCC2C(C)(C)C)cc1 (centres undefined)	i	14	7
Cc1cc2nccc(-c3ccncc3)n2n1	i	-22	42
Cn1c(C(=O)c2ccccc2[N+](=O)[O-])nc2ccccc21	i	-8	6
CCCCN(C)C(=S)Nc1ccsc1C(=O)OC	i	-24	3
CCc1ccccc1NC(=O)NC1CC2CCC(C1)N2Cc1ccco1 (centres undefined)	i	-8	16
NS(=O)(=O)c1ccc(NC(=S)NNC(=O)CCC(=O)Nc2ccccc2Cl)cc1	i	4	9
CSc1nc(-c2ccccc2)cc(C(F)(F)F)c1C#N	i	-19	17
CN(Cc1ccc(O)cc1)C1CCCCC1	i	-2	18
Cc1ccc(OCc2nnc(SCC(=O)NCc3ccccc3)n2C)cc1	i	-20	0
